H1N1 NS1A inhibition: NS1A inhibition, H1N1 influenza, cell based functional assay (AID 504329); NS1A functional cell-based assay, percent inhibition; higher % means a stronger effect; one-dose inhibition, % at 12.5 µM; IC50 in µM for titrated hits; 0.3% of 340,000 active; in the data active = a potency from the dose series; inconclusive = inhibition above about 27% without an active follow-up result; also: strong numbers were not always called active
tuberculosis growth: growth inhibition of non-replicating M. tuberculosis (AID 488890); one-dose inhibition, % at 25 µM; IC50 in µM for titrated hits; 0.39% of 320,000 active; Mycobacterium tuberculosis non-replicating, growth inhibition; higher % means a stronger effect; in the data active = a potency from the dose series; inconclusive = inhibition mostly from about 82% at the one dose, without a potency; inactive = the rest, 99 in 100 with inhibition below about 76%;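 also: plate controls were DMSO cells for no effect and high antibiotic wells for full effect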
Salmonella PhoP GFP: Inhibition of PhoP regulon, Salmonella typhi GFP reporter cells, confirmation, 4 h (AID 1850) | Salmonella Typhi PhoP-promoter GFP reporter, fluorescence, 4 h; higher % means a stronger effect | inhibition, % at 50 µM, or IC50 in µM where a hit was titrated | 0.33% of 310,000 active; in the data active = a potency from the dose series; inconclusive = inhibition mostly from about 25% at the one dose, without a potency; inactive = the rest, 99 in 100 with inhibition below about 19%;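 also: 0% = induced wells with vehicle and 100% = uninduced wells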
VEEV TC-83 Vero: inhibitors of VEEV TC-83 cytopathic effect, confirmation, Vero cells (AID 588727) | 0.13% of 350,000 active | Vero cells, VEEV TC-83 cytopathic effect inhibition; higher % means a stronger effect | inhibition, % at 20 µM, or IC50 in µM where a hit was titrated; in the data active = a potency from the dose series; inconclusive = inhibition mostly from about 14% at the one dose, without a potency; inactive = the rest, 99 in 100 with inhibition below about 12%; also: strong numbers were not always called active
M. tuberculosis HTS: M. tuberculosis growth inhibition, HTS (AID 449762); inhibition, % at 25 µM, or IC50 in µM where a hit was titrated; 0.59% of 330,000 active; M. tuberculosis H37Rv growth inhibition, 7H9 media; higher % means a stronger effect; in the data active = a potency from the dose series; inconclusive = inhibition above about 70% without an active follow-up result;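 also: bacterial growth assessed after seven days of incubation; strong numbers were not always called active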
VEEV TC-83 Vero 10K pilot screen: further read-out of VEEV TC-83 Vero, marked with its call; inhibition, %; measured here: 10K pilot screen inhibition
Numbers without * were called inactive; i = inactive; u = inconclusive; x = not tested or not shown.

SMILES	H1N1 NS1A inhibition	tuberculosis growth	Salmonella PhoP GFP	VEEV TC-83 Vero	M. tuberculosis HTS	others
O=S(=O)(c1ccc(NC(=S)N/N=C/c2ccc(Oc3ccccc3)cc2)cc1)N1CCOCC1	-2%	-27%	-6%	0.7%	-2%
CC1(C)C(C(=O)NN2C(=O)c3ccccc3C2=O)C1(C)C	6%	2%	-2%	0.1%	-3%
COc1cc2[nH]c(=O)n(CCCCCC(=O)NCCc3c[nH]c4ccccc34)c(=O)c2cc1OC	15%	20%	21%	6.2%	-2%
Nc1ccccc1-c1n[nH]c(=S)s1	-3%	x	x	1.4%	x
CN(C)N1C(N)=C(C#N)C(c2ccc(F)cc2)C2=C1CCCC2=O (stereo not drawn)	-20%	-9%	5%	0.7%	0%
N#Cc1c(-c2ccccc2)nc(SCC(=O)N(c2ccccc2)c2ccccc2)[nH]c1=O	6%	48%	-12%	0.3%	-8%
COc1ccc(CCNC(=O)/C(=C/c2cccnc2)NC(=O)c2ccccc2)cc1OC	-2%	20%	12%	0.2%	-5%
COCCn1c(C)cc(C(=O)COC(=O)C23CC4CC(CC(O)(C4)C2)C3)c1C	23%	-3%	3%	i	0%
Cc1[nH]c2ccccc2c1/C=C/C(=O)c1ccncc1	3%	4%	2%	6.4%	11%
CS(=O)(=O)Nc1cccc(C2=NN(S(=O)(=O)c3ccccc3)C(c3ccco3)C2)c1 (stereo not drawn)	10%	24%	-10%	1.0%	1%
Cc1cccc(-c2nnc(SCC(=O)Nc3ncccn3)n2C)c1	5%	-16%	6%	i	-4%
Cc1ccc(C(=O)NCC(=O)Nc2ccncc2)s1	-3%	-9%	-12%	i	-5%
Nc1cc(=O)[nH]c(SCC(=O)Nc2cc(Cl)cc(Cl)c2)n1	7%	17%	5%	1.1%	-10%
O=[N+]([O-])c1ccc(CS(=O)(=O)c2ccc(Cl)cc2)cc1	-4%	0%	2%	i	-1%
O=c1[nH]nc(CNc2ccc(OC(F)(F)F)cc2)c2ccccc12	7%	70%	-6%	1.3%	6%
O=C(COC(=O)c1ccc(Cl)nc1)NC1CCCc2ccccc21 (stereo not drawn)	-5%	33%	x	0.1%	2%
CCCCn1c(N)c(N(Cc2ccccc2OC)C(=O)C2=COCCO2)c(=O)[nH]c1=O	-3%	3%	-1%	5.1%	3%
Cc1ccc(NC(=O)CN2C(=O)CCSc3ccc(S(=O)(=O)N4CCCC4)cc32)cc1C	5%	-6%	-3%	1.2%	4%
COc1ccc(N(CC(=O)NCc2cccnc2)S(=O)(=O)c2c(C)nn(C)c2C)cc1	-7%	-12%	7%	2.2%	-4%	VEEV TC-83 Vero 10K pilot screen=1.3
CN(C(=O)CSc1nc2ccccc2n1CCc1ccccc1)C1CCS(=O)(=O)C1 (stereo not drawn)	-1%	17%	-12%	i	8%	VEEV TC-83 Vero 10K pilot screen=0.1
CCOC(=O)N1CCC(N2C(=O)c3ccccc3C2Nc2ccccc2C)CC1 (stereo not drawn)	-9%	14%	-7%	3.1%	-5%
CCOC(=O)[C@H]1[C@H]2COc3ccccc3[C@@H]2N2C(=O)c3cc(OC)c(OC)cc3NC(=O)[C@@]12C	14%	19%	-13%	0.3%	2%
Cc1ccccc1N(CC(=O)NCc1ccc2c(c1)OCO2)C(=O)CCC(=O)Nc1ccccn1	2%	-1%	1%	6.6%	4%
Cc1cc(C)c(NC(=O)COC(=O)c2ccncc2)c(C)c1	6%	-4%	x	i	-1%

5 neighbouring records from above, for reference:
SMILES	H1N1 NS1A inhibition	tuberculosis growth	Salmonella PhoP GFP	VEEV TC-83 Vero	M. tuberculosis HTS	others
CN(C(=O)CSc1nc2ccccc2n1CCc1ccccc1)C1CCS(=O)(=O)C1 (stereo not drawn)	-1%	17%	-12%	i	8%	VEEV TC-83 Vero 10K pilot screen=0.1
CCOC(=O)N1CCC(N2C(=O)c3ccccc3C2Nc2ccccc2C)CC1 (stereo not drawn)	-9%	14%	-7%	3.1%	-5%
CCOC(=O)[C@H]1[C@H]2COc3ccccc3[C@@H]2N2C(=O)c3cc(OC)c(OC)cc3NC(=O)[C@@]12C	14%	19%	-13%	0.3%	2%
Cc1ccccc1N(CC(=O)NCc1ccc2c(c1)OCO2)C(=O)CCC(=O)Nc1ccccn1	2%	-1%	1%	6.6%	4%
Cc1cc(C)c(NC(=O)COC(=O)c2ccncc2)c(C)c1	6%	-4%	x	i	-1%

(more compounds)
SMILES	H1N1 NS1A inhibition	tuberculosis growth	Salmonella PhoP GFP	VEEV TC-83 Vero	M. tuberculosis HTS	others
Cn1c(=O)n(Cc2ccccc2F)c(=O)c2c1nc1n2CCCN1CCc1ccccc1	-5%	5%	-5%	1.4%	-5%
COC(=O)c1sccc1NC(=O)Nc1cccc(C(C)=O)c1	6%	8%	-1%	0.4%	2%
COc1cc(CN2CCNC(=O)C2CC(=O)N(C)CCCN2CCOCC2)cc(OC)c1 (stereo not drawn)	-11%	-7%	-2%	0.8%	-16%
Brc1ccccc1OCCN1CCCC1	-3%	-1%	-29%	0.1%	3%
O=C1C(c2ccc(F)cc2)N(CC2COc3ccccc3O2)C(=O)CN1C1CCCCC1 (stereo not drawn)	-40%	6%	-2%	i	-10%
COc1ccccc1CNC(=O)COC(=O)c1cccs1	-7%	40%	x	1.3%	-4%
O=C(O)c1ccccc1NC(=O)N1C[C@H]2C[C@@H](C1)c1cccc(=O)n1C2	5%	0%	-10%	1.0%	5%
COCCn1c(SC(C)C(=O)Nc2ccc3c(c2)OCCO3)nc2ccccc2c1=O (stereo not drawn)	11%	0%	-2%	10%	-2%
CC(=O)Nc1ccc(NC(=O)C(C)OC(=O)CNS(=O)(=O)/C=C/c2ccc(C)cc2)cc1 (stereo not drawn)	3%	0%	-7%	3.0%	0%
CCc1nnc(NC(=O)c2ccc(S(=O)(=O)N3CCCC3)cc2)s1	2%	2%	4%	3.1%	0%
CCOC(=O)c1c(NC(=O)Cn2nc([N+](=O)[O-])c(Br)c2C)sc2c1CCC(C)C2 (stereo not drawn)	4%	-13%	-8%	i	-21%	VEEV TC-83 Vero 10K pilot screen=0.0
Cn1cc(C(=O)NCc2cccnc2)c(=O)c2cc(S(=O)(=O)N3CCCCCC3)ccc21	x	11%	3%	x	-6%
CC1(OC(=O)C2CCCC2)C(=O)C=C2C=C(C3CC3)OC=C2C1=O (stereo not drawn)	x	-2%	-9%	x	0%
Cn1c(SCC(=O)NCC2CCCO2)nnc1-c1cccc(NC(=O)c2ccccc2F)c1 (stereo not drawn)	-4%	1%	1%	0.5%	17%
CCCN1C(=O)c2ccccc2NC1c1ccc(C)cc1 (stereo not drawn)	-11%	-2%	12%	0.1%	-1%
O=C(CCN1C(=O)c2cccc3cccc(c23)C1=O)NCc1cccnc1	-7%	-43%	-3%	0.8%	2%
C=C(C)COc1cc2oc(=O)c(CC(=O)N3C[C@H]4C[C@@H](C3)c3cccc(=O)n3C4)c(C)c2cc1Cl	1%	15%	2%	3.1%	-7%
OCCN1CCN(c2nc(N3CCCCC3)nc(N3CCCCC3)n2)CC1	-14%	19%	20%	i	-5%
O=C(CSc1ccc(-c2ccc(F)cc2)nn1)N1CCCCC1	-14%	-1%	12%	1.4%	2%
Cc1cc(NC(=O)Cn2nc(C(F)(F)F)c3c2CCCC3)no1	2%	-17%	-7%	0.5%	-6%
S=C(c1ccc(-c2cccc(Cl)c2)o1)N1CCCCC1	6%	44%	7%	i	10%
Cc1cccc(-n2nnc(C(=O)NCc3ccc4c(c3)OCO4)c2N)c1	-7%	17%	-3%	6.2%	12%
O=C(NCc1ccccn1)C(=O)Nc1cc2c3c(c1)CC(=O)N3CCC2	-7%	-6%	13%	4.9%	5%
c1ccc(-c2noc(-c3ccc4ccccc4c3)n2)cc1	-9%	4%	21%	i	7%
COc1cc(C(=O)NCc2nnc(SCC(=O)Nc3cccc(C(F)(F)F)c3)o2)cc(OC)c1OC	0%	-5%	0%	2.8%	-2%
Cc1ccccc1NC(=O)C(=O)NCCCN1CCOCC1	0%	-16%	6%	1.9%	-5%
CCC/C=N/NC(=O)c1cc(Br)ccc1O	-9%	55%	7%	1.9%	3%
O=C(O)C(O)(c1ccccc1)C(O)c1ccccc1 (stereo not drawn)	0%	-6%	6%	0.4%	3%
Cc1cc2ccccc2c(=O)n1CC(=O)NCC(=O)N1CCN(c2ccccc2F)CC1	1%	8%	-2%	i	3%
NC(=O)CC(NC(=O)Cc1cccc2ccccc12)c1ccc(N2CCN(c3ccc(F)cc3)CC2)c([N+](=O)[O-])c1 (stereo not drawn)	-4%	2%	12%	i	21%
O=C(CSc1nnc(CNc2ccc(F)cc2)o1)OC1CCCCC1	-8%	u	-5%	1.6%	u
O=C(N/N=C/c1ccc(O)c2ncccc12)c1cccc(Br)c1	-2%	-11%	24%	i	15%
Cc1cc(N2CCN(c3ccccc3)CC2)n2c(n1)nc1ccccc12	17%	29%	5%	2.0%	29%
CCOC(=O)Cc1cn2c(=O)cc(CSCC(=O)Nc3ccc(C)c(C)c3)nc2s1	4%	-1%	-2%	7.4%	-5%
O=C(NCc1cccs1)c1cc(-c2ccncc2)nc2ccc(Br)cc12	x	27%	0%	x	u
COc1ccc(C(=O)c2cc([N+](=O)[O-])ccc2N2CCN(C)CC2)cc1	-5%	-24%	7%	4.6%	-10%

Continued, starting with the last 2 of the part before.
SMILES	H1N1 NS1A inhibition	tuberculosis growth	Salmonella PhoP GFP	VEEV TC-83 Vero	M. tuberculosis HTS	others
O=C(NCc1cccs1)c1cc(-c2ccncc2)nc2ccc(Br)cc12	x	27%	0%	x	u
COc1ccc(C(=O)c2cc([N+](=O)[O-])ccc2N2CCN(C)CC2)cc1	-5%	-24%	7%	4.6%	-10%
O=C1[C@H](Cc2ccccc2)NCC=CC[C@@H](c2ccco2)N1Cc1ccccc1	0%	x	x	i	x
CC(=O)c1ccc(N2CCN(C(=O)c3cc(C)on3)CC2)cc1	4%	5%	-2%	3.6%	6%
Cc1ccc(NS(=O)(=O)c2cccc(C(=O)O)c2)c(C)c1	-7%	4%	-20%	i	1%
Cc1ccc(-c2nc(=O)[nH]c3ccc(Br)cc23)cc1	-6%	-9%	1%	0.3%	0%
COc1ccc(OC)c(NC(=O)COC(=O)C2CCCCC2)c1	2%	38%	x	0.3%	2%
O=C(NCc1ccncc1)c1ccc(Cn2cc(C(F)(F)F)ccc2=O)cc1	3%	-2%	-5%	4.7%	-16%
COc1ccccc1C(=O)COC(=O)Cn1c(C)csc1=O	-8%	-13%	4%	i	-8%
O=C(CSc1nnc2c(n1)[nH]c1ccc(S(=O)(=O)N3CCOCC3)cc12)Nc1ccccc1Cl	-4%	3%	-2%	1.2%	-5%
O=c1c(-c2ccccc2)nc(-c2ccccc2)cn1O	9%	-6%	4%	2.3%	1%
Cc1nc2nc(NC(=O)c3ccco3)[nH]n2c(=O)c1C	-1%	-9%	6%	3.3%	-4%
O=C(CCN1CCN(c2ccc(Cl)cc2)CC1)Nc1ccccc1F	-5%	u	-5%	1.3%	63%
CS(=O)(=O)N1CCC(C(=O)Nc2ccc(Cl)c(C(F)(F)F)c2)CC1	-1%	13%	5%	9.3%	3%
CC(=O)NC1=NN(C(C)=O)C(C)(c2ccco2)S1 (stereo not drawn)	-11%	-5%	-14%	1.3%	0%
O=C(NC(=S)N1CCOCC1)c1cn(-c2ccccc2)nc1-c1ccc(F)cc1	-2%	13%	x	7.6%	1%
O=C(c1cccs1)C1C(c2ccc(Br)cc2)NC(=S)NC1(O)C(F)(F)F (stereo not drawn)	3%	27%	-1%	i	-3%
O=[N+]([O-])c1c(NCc2ccccc2)cc(N2CCc3ccccc3C2)c2nonc12	-4%	7%	-2%	0.5%	-1%
CC(C)COc1ccc(CSCCNC(=S)Nc2ccccc2)cc1	2%	u	-5%	1.6%	57%
O=C(Cc1cccs1)N(CC1CCCO1)C1(C(=O)NC2CCCCC2)CCCCC1 (stereo not drawn)	-1%	12%	8%	i	3%
CC(C)(C#CCN1CCCC1)OCCC#N	0%	18%	1%	0.4%	2%	VEEV TC-83 Vero 10K pilot screen=0.5
CCOC(=O)C1(CCOC)CCN(C(C)CCc2ccc(OC)cc2)CC1 (stereo not drawn)	8%	23%	-3%	i	-3%
COc1cc(/C=C/c2nc3ccccc3c(=O)n2-c2ccc(O)cc2)ccc1O	-14%	13%	-5%	12%	64%
COc1cccc(CN(C)C(=S)Nc2cccc(C)c2)c1	-13%	-4%	-1%	0.9%	5%
CN(CC(=O)Nc1ccccc1Cl)C(=O)Cn1cc(C(F)(F)F)cc(Cl)c1=O	9%	4%	6%	1.5%	-7%
O=C(Nc1ccccc1C(=O)NCCc1ccccc1)c1cnccn1	1%	-10%	3%	1.1%	12%
Cc1ccc(CS(=O)(=O)c2cn(CC(=O)Nc3ccon3)c3ccccc23)cc1	-9%	28%	2%	5.8%	-1%
